From PubChem BioAssay
SARS 3CLpro inh: SARS-CoV 3CLpro protease inhibition; P0C6X7; recombinant SARS-CoV 3CLpro, quenched FRET peptide cleavage; inhibition, % at 6 µM; 290,000 tested, 0.14% active; AID 1706; in the data active = inhibition above about 12%
TcdB inh: blocks C. difficile toxin B glycohydrolase activity; P18177; TcdB glycohydrolase enzymatic assay, plate reader; 350,000 tested, 0.24% active; inhibition, % at 9.99 µM; in the data active = inhibition above about 10%
Anthrax LF inh2: inhibitors of Bacillus anthracis lethal factor protease; P15917; multiplex microsphere protease cleavage assay, LF; inhibition, % at 10 µM; 360,000 tested, 0.12% active; in the data active = inhibition above about 30%; inconclusive = no clear call, values can overlap the other calls; also: plate controls were buffer without enzyme for full effect and enzyme alone for no effect
VHR inh abs: blocks human VHR1 dual specificity phosphatase | P51452 | recombinant VHR phosphatase, pNPP absorbance | inhibition, % at 13.3 µM | 290,000 tested, 0.52% active; in the data active = inhibition above about 50%; also: some compounds called inactive have numbers as strong as hits
Target sequence (P51452 whole entry, looked up): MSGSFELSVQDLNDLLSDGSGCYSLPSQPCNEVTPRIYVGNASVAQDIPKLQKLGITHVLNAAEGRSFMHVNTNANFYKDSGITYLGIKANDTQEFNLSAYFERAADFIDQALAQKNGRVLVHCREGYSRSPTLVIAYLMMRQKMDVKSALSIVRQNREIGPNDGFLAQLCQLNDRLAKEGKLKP
MazEF act: increases E. coli MazEF RNase cleavage of RNA; P0AE70; FAM/BHQ RNA-DNA oligo cleavage fluorescence, 5 h; activation, % at 20 µM; 350,000 tested, 0.32% active; in the data active = activation above about 50%
Target sequence (P0AE70 whole entry, looked up): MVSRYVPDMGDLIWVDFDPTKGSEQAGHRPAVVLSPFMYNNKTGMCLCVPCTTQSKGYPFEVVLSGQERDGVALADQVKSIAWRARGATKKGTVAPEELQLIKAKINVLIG
Rv3671c protease: Rv3671c (M. tuberculosis) protease inhibition; P9WHR9; inhibition, % at 5.96 µM; 320,000 tested, 0.048% active; AID 2606; in the data active = inhibition above about 38%;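 also: extracellular domain of Rv3671c used as enzyme; 0% = enzyme with DMSO and 100% = no enzyme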
Target sequence (P9WHR9 whole entry, looked up, the tested form may be a part): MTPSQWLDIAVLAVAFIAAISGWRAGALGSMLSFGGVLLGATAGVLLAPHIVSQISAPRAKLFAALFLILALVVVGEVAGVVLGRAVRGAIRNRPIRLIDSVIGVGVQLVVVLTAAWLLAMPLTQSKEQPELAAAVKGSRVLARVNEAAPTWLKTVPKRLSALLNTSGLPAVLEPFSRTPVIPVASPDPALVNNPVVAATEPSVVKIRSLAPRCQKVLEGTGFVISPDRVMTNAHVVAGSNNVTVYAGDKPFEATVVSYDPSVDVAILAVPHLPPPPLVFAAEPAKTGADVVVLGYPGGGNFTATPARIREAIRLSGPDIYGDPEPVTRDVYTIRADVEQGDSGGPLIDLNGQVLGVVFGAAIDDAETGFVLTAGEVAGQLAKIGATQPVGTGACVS
PfHsp40 rescue: rescue of PfHsp40-mediated yeast toxicity; S. cerevisiae expressing PfHsp40, growth rescue, ATP luminescence; growth rescue, % at 12.5 µM; 340,000 tested, 0.68% active; in the data active = growth rescue above about 28%, passing the limit was not always enough; inconclusive = no clear call, values can overlap the other calls;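 also: yeast W303a lacking pdr1 and pdr3 grown in galactose medium; growth measured after three days at 30 °C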
PriA SSB inh: blocks PriA binding to SSB C-terminal tail; AlphaScreen SSBct-PriA binding, biotinylated peptide; inhibition, % at 33 µM; 430,000 tested, 0.6% active; AID 1272365; in the data active = inhibition mostly above about 37%, no sharp cut-off; inactive = mostly below about 20%;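 also: plate controls were negative control peptide for no effect and reference peptide for full effect; strong numbers were not always called active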
Yp Topo-I inh: inhibitors of Yersinia pestis topoisomerase I | Y. pestis Topo-I cleavage product accumulation, plate reader | activity, % at 10 µM | 360,000 tested, 0.064% active; in the data active = activity above about 50%, passing the limit was not always enough; inconclusive = no clear call, values can overlap the other calls; also: inactives centre near 2
Vc quorum ag: quorum light induction in luxS cqsA deficient V. cholerae; 350,000 tested, 0.16% active; activation, % at 18.7 µM; V. cholerae BH1578 lux reporter, luminescence, 6 h; in the data active = activation mostly above about 9.7%, no sharp cut-off; inconclusive = no clear call, values can overlap the other calls; inactive = mostly below about 3.7%; also: not every result past the cut was called active; inactives centre near 0; reference of the scale not given here
* = called active by the depositor; i = inactive; ? = inconclusive; nt = not tested or not shown. This is a subset; count on the stated rates, not on these rows.

Below each SMILES – SARS 3CLpro inh	TcdB inh	Anthrax LF inh2	VHR inh abs	MazEF act	Rv3671c protease	PfHsp40 rescue	PriA SSB inh	Yp Topo-I inh	Vc quorum ag
> CCOC(=O)C(C#N)=C1CCN(Cc2ccccc2)CC1
→ 1	0.1	-4	26	1	-2	-0.7	-9	-7	-1.1
> O=C(c1ccc(NC2=NC3CS(=O)(=O)CC3S2)cc1)N1CCc2ccccc2C1 (stereo not given)
→ -1	0.8	-16	2	1	-4	-0.4	-9	9	-0.1
> Cc1cc(C=O)c(C)n1-c1ccc(N2CCOCC2)cc1
→ -2	nt	-1	0	6	-4	-0.2	-4	-2	-0.3
> COc1cccc(C(=O)N2CCN(C(=O)c3cccs3)CC2)c1OC
→ -4	nt	1	18	4	-3	0.1	-8	11	i
> Cc1nc2ccc(NC(=O)N3CCOCC3)cc2nc1C
→ -12	1.6	-1	27	-3	-11	-0.3	-2	6	i
> CCN(CC)C(=O)CSc1nc2ccc(NC(=O)CSc3nnc(COc4ccccc4C)n3C)cc2s1
→ 5	nt	-2	30	-5	-3	1.7	-14	18	i
> N#CC1=C(N)Oc2cc(N)ccc2C1c1cc(Br)cs1 (stereo not given)
→ 3	-0.6	-5	23	17	nt	1.1	0	-14	-0.3
> CCN(CC)S(=O)(=O)c1ccc(Cl)c(C(=O)N2CCc3ccccc32)c1
→ -1	nt	0	18	-9	-8	0.6	-5	-3	-0.6
> CN(C)C(CNC(=O)CCCN1C(=O)c2cccc3cccc(c23)C1=O)c1ccccc1 (stereo not given)
→ 0	-0.3	-8	-17	9	-3	0.8	-12	14	-0.9
> COc1ccccc1CNC(=O)C1CCN(Cc2nc(-c3cccc(Cl)c3)oc2C)CC1
→ 2	nt	-6	17	-4	0	0.6	-1	9	1.2
> COC(=O)c1ccc(CNC(=O)c2ccc3c(c2)S(=O)(=O)N=C2CCCCCN23)cc1
→ nt	2.0	2	nt	1	-2	0.9	-8	6	i
> O=C1c2ccccc2C(=O)N1c1cccnc1
→ 4	nt	1	-7	0	4	-0.7	-15	2	-0.4
> CN(C(=O)COC(=O)CNC(=O)c1ccc2ccccc2c1)c1c(N)n(Cc2ccccc2)c(=O)[nH]c1=O
→ 0	-0.3	0	10	-3	8	1.4	-6	18	i
> CC(=O)c1cccc(-c2cnc3c(NC=O)cc(-c4ccc(N5CCN(C)CC5)cc4)cn23)c1
→ nt	0.7	-10	nt	nt	nt	nt	nt	-12	-1.0
> Cc1cc(C)cc(OCC(=O)NNC(=O)CC(C)c2ccccc2)c1 (stereo not given)
→ nt	-0.4	0	nt	-2	nt	nt	nt	10	-0.2
> COC(=O)c1cc(S(=O)(=O)NCC2CCN(Cc3cccc(F)c3)CC2)c[nH]1
→ 5	1.1	0	-1	2	3	0.0	-8	3	0.9
> CCOc1ccccc1NC(=O)CCS(=O)(=O)c1ccc(OC)cc1
→ 5	-0.7	0	12	8	2	-1.2	4	-2	i
> CCOC(=O)c1sc(NC(=O)Nc2ccc(Cl)cc2)nc1C
→ 7	nt	-5	1	1	-32	0.2	-3	6	nt
> CCc1nc(N2CCN(Cc3ccc4c(c3)OCO4)CC2)c2oc3ccccc3c2n1
→ -4	nt	-8	-1	-14	-4	2.9	24	-1	-0.7
> OCc1cnc[nH]1
→ 4	0.4	-10	-7	14	8	-1.4	0	2	i
> Cn1c(SCC(=O)Nc2ccc3[nH]c(=O)[nH]c3c2)nnc1-c1ccccc1
→ -5	0.2	-2	-13	5	-9	0.0	-5	1	0.5
> CCCc1nc2cc(Cl)c([N+](=O)[O-])cc2o1
→ 1	2.1	-2	-17	-1	-5	-0.2	-13	-4	-0.2
> CCN1CCN(C(=O)C2CCN(C(=O)Nc3ccccc3)CC2)CC1
→ nt	0.6	0	nt	8	-2	-0.6	-1	-3	-0.3
> O=C(N/N=C/c1c(O)ccc2ccccc12)c1ccc(Br)o1
→ -3	0.3	-1	57*	-479	11	-0.2	nt	-4	-0.3
> O=C(CSc1nccn1-c1cccc(Cl)c1)NO
→ -1	0.5	-1	-3	9	10	-1.2	0	0	i
> NC(=O)c1c[nH]c2ccccc12
→ -1	0.1	-2	21	-1	6	0.3	-9	-2	-0.6
> O=C(O)COc1ccccc1/C=N/NC(=O)CSc1nnc(SCc2ccccc2)s1
→ -1	0.2	4	16	-2	6	-0.7	i	-10	i
> C/C=C/C(=O)OCC(=O)Nc1ccc(OC)c(Cl)c1
→ 3	nt	-1	-7	-2	0	-0.4	-9	-10	0.4
> O=C(Nc1cccc(C(=O)NC2CCCC2)c1)c1ccccc1
→ -5	1.6	0	27	-8	-22	1.0	2	6	-0.1
> CC(NC(=O)COC(=O)c1ccc2c(c1)OCO2)c1ccccc1 (stereo not given)
→ -6	-2.2	-6	9	-3	2	-0.8	-16	2	-0.5

Laid out differently: 3 of the compounds above
compound | SARS 3CLpro inh | TcdB inh | Anthrax LF inh2 | VHR inh abs | MazEF act | Rv3671c protease | PfHsp40 rescue | PriA SSB inh | Yp Topo-I inh | Vc quorum ag
Cc1cc(C)cc(OCC(=O)NNC(=O)CC(C)c2ccccc2)c1 (stereo not given) | nt | -0.4 | 0 | nt | -2 | nt | nt | nt | 10 | -0.2
CCCc1nc2cc(Cl)c([N+](=O)[O-])cc2o1 | 1 | 2.1 | -2 | -17 | -1 | -5 | -0.2 | -13 | -4 | -0.2
NC(=O)c1c[nH]c2ccccc12 | -1 | 0.1 | -2 | 21 | -1 | 6 | 0.3 | -9 | -2 | -0.6

(cont.)
Below each SMILES – SARS 3CLpro inh	TcdB inh	Anthrax LF inh2	VHR inh abs	MazEF act	Rv3671c protease	PfHsp40 rescue	PriA SSB inh	Yp Topo-I inh	Vc quorum ag
> CCC/C(=N\NC(=O)c1csc(C)c1C)c1cccs1
→ 1	nt	-1	13	0	7	0.3	nt	8	i
> Cc1nn(C(=O)c2cccc([N+](=O)[O-])c2)c(C)c1Sc1ccccc1
→ -5	nt	0	24	4	3	0.8	13	19	i
> CCSc1nnc(CNc2ccc(C)cc2)n1C
→ 4	-0.1	0	-2	5	-4	-1.8	0	-4	-0.4
> Cn1c(=O)c2cc(NC(=O)NCCc3ccccc3)ccc2n1Cc1ccccc1
→ nt	0.6	1	nt	nt	nt	nt	nt	-2	-0.8
> CC(C)(C)CC(=O)N1CCN(c2ccc(S(=O)(=O)N3CCOCC3)cc2[N+](=O)[O-])CC1
→ nt	1.4	-1	nt	-8	1	0.1	-5	7	i
> Cc1cnc(C(=O)OCC(=O)c2ccc(F)cc2)cn1
→ 1	0.6	-2	14	-1	8	-0.3	-14	0	i
> Cc1cc(C)n2nc(SCC(=O)c3c(N)n(CC(C)C)c(=O)n(C)c3=O)nc2n1
→ 4	-2.0	1	18	1	5	1.8	1	3	i
> CCNC(=O)COC(=O)/C=C/c1cccc([N+](=O)[O-])c1
→ -3	0.6	-2	19	2	10	0.2	-4	5	i
> CC(=O)Oc1ccc(C)cc1N1C(=O)c2ccc(C(=O)O)cc2C1=O
→ 1	nt	nt	-1	-5	7	103*	-7	-3	-8.3
> CCOC(=O)C1(Cc2ccccc2)CCCN(Cc2ccncc2)C1 (stereo not given)
→ 2	0.6	-2	15	-3	0	-1.0	-5	16	-1.4
> Cn1c(/N=C/c2cc(Cl)ccc2O)nc2ccccc21
→ -10	1.6	nt	10	2	-2	nt	nt	nt	nt
> O=C1CC(C(=O)Nc2ccc(F)cc2)S/C(=N\N=C\c2ccco2)N1 (stereo not given)
→ -5	nt	1	15	-3	-4	-0.3	nt	1	-0.1
> NC(Cc1ccc(Cl)cc1)c1csc(NC(=O)Nc2ccccc2-c2ccccc2)n1 (stereo not given)
→ nt	0.7	-12	nt	nt	nt	nt	nt	-2	-0.1
> Cc1ccccc1NC(=O)/C=C/c1ccc([N+](=O)[O-])s1
→ 3	nt	2	33	9	-5	-0.8	-17	-18	-3.4
> O=C(COc1cccnc1[N+](=O)[O-])N1CCN(C(=O)c2ccco2)CC1
→ 2	0.5	-3	27	-8	-1	-1.2	-5	-1	i
> Cc1cc(C)nc(SCc2ccc(C(=O)NN=C3C4CC5CC(C4)CC3C5)cc2)n1
→ -1	nt	0	12	6	-23	-1.7	-1	1	i
> O=C(CCNS(=O)(=O)c1cccc2nsnc12)NCc1cccs1
→ -3	nt	4	-16	7	-5	0.2	-8	2	i
> C=C(C)COc1ccc(-c2n[nH]c(C)c2-c2ccc(OC)cc2)c(O)c1
→ 4	nt	-13	20	10	10	?	2	-8	15
> CCOC(=O)c1[nH]cnc1C(=O)NCc1ccccc1
→ 5	-0.1	2	37	6	2	?	-2	2	i
> Cc1cc(N(CCCl)CCCl)ccc1C=NNC(=O)Cc1cc(=O)oc2cc(O)ccc12
→ nt	2.3	-8	nt	-8	nt	1.7	4	26	i
> COC(=O)CC1(C(=O)OC)Oc2ccc(Br)cc2C(=O)N1c1ccc(Br)cc1Cl (stereo not given)
→ 0	0.7	-8	22	-1	4	14	-4	-4	-0.6
> CCOC(=O)CN1CC23C=CC(O2)C(C(=O)NC2CCCC2)C3C1=O (stereo not given)
→ 2	-0.2	-8	23	3	1	-0.6	-6	9	-0.4
> CCOc1cc(-c2noc(N)c2C(=O)OC)cc(OCC)c1OCC
→ 10	nt	-4	15	4	1	0.8	-8	16	-3.2
> Cc1ccc(NC(=O)c2ncn(CC(=O)NCc3ccc4[nH]ccc4c3)n2)cc1C
→ nt	1.8	-2	nt	10	nt	2.7	-6	4	i
> COc1ccc(N(CCC#N)S(=O)(=O)c2ccc(Cl)cc2)cc1
→ -2	nt	0	-4	2	1	-0.2	-12	7	0.9
> COc1ccccc1NS(=O)(=O)c1ccc(C)c(C(=O)Nc2cc(C)on2)c1
→ nt	0.7	5	nt	5	3	0.3	4	-2	-2.7
> CC(=O)NC(C)(c1ccccc1)c1nc(-c2ccc(F)c(Cl)c2)cs1 (stereo not given)
→ nt	0.8	0	nt	nt	nt	nt	nt	26	-1.3
> CCN(C(=O)COC(=O)CNC(=O)c1ccc(C)s1)c1ccccc1
→ 0	1.7	-5	14	6	-2	-1.5	-3	5	0.6
> CCN(C(=O)c1cc2ccccc2oc1=O)c1cccc(C)c1
→ -1	nt	-2	-11	-7	5	0.0	-3	2	-0.1
> COc1ccc(C2=NOC(C(=O)NC(C)C)C2)cc1 (stereo not given)
→ -3	nt	2	34	11	-2	0.0	-14	-2	i
> CCOC(=O)C(=O)CC(=O)c1ccc2c(c1)OCCO2
→ 0	0.8	-2	30	2	-3	-0.6	4	-4	i
